Source: PubChem (National Center for Advancing Translational Sciences (NCATS))
GRP78 ERSR act: induces the endoplasmic reticulum stress response in human glioma cells | U87-MG GRP78 promoter luciferase reporter, 16 h | Potency, µM, inactives show at the highest dose activation, hits mostly activators | 0.02% of 420,000 active | AID 602332; also: potency is read from the fitted curve at half-maximal effect; series mostly up to about 76 µM; % of control where 0% means no effect; nearly all actives have a fitted effect of over 35% in size
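Stably transfected U87-MG human glioma cells carrying a GRP78-based luminescent sensor were seeded at 1000 cells/well, pin-dosed with compounds and incubated 16 h. Luciferase reagent was then added, and end-point luminescence was read after 10 min at room temperature.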
Vif-A3F inh: blocks the Vif interaction with APOBEC3F; 0.2% of 390,000 active; Potency, µM (highest dose often 46.1 µM), for the others: at the highest dose activity, negative = active; HeLa A3F-eYFP + Vif (tagged APOBEC3F with the HIV-1 protein that degrades it), YFP fluorescence increase; AID 602313; also: potency is read from the fitted curve at half-maximal effect; % of control where 0% means no effect; nearly all actives have a fitted effect of over 65% in size
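HeLa cells stably expressing A3F-eYFP plus Vif, plated and incubated overnight at 37 deg C, then exposed to compounds overnight at 37 deg C. Blocked degradation read as raised yellow fluorescence (Ex 488/Em 500-530).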
LDHA inh: inhibitors of human lactate dehydrogenase A | activity change, % (values are at about 110 or 230 µM) | P00338 | 0.15% of 480,000 active | purified LDHA, NADH/diaphorase-resazurin fluorescence; hits give low values; in the data active = activity change below about -30%; inconclusive = mostly about -25% to -30%;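 also: plate controls were DMSO wells for no effect and wells without enzyme for full effect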
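Enzyme activity of human lactate dehydrogenase 5 (2 nM; 0.06 mM NADH, 0.2 mM pyruvate, 5 min, RT) is measured via a resazurin/diaphorase fluorescence readout of residual NADH.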
TrxR1 inh: rat TrxR1 inhibition. recombinant rTrxR1, NADPH fluorescence consumption, selenite substrate. 1% of 390,000 active. Potency, µM (series often up to 114 µM), for inactives: top-dose activity change, negative = inhibition, most hits filed as inhibitors. O89049. AID 588453; also: potency is read from the fitted curve at half-maximal effect; % is scaled to controls: 0 for no effect and ±100 for the full control effect; nearly all actives have a fitted effect of over 65% in size
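Rat TrxR1 (90 nM in the dispensed reagent) was pre-reduced with 400 uM NADPH for 5 min at room temperature, then incubated with compound for 15 min. After 400 uM selenite was added, NADPH fluorescence (Ex 340/Em 450 nm) was followed for 8 min.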
mIDH1 inhibitor: inhibitors of human mutant IDH1 R132H; O75874; IDH1-R132H enzyme, NADPH consumption, diaphorase/resazurin fluorescence; Potency, µM (doses to about 76.6 µM), for the others: top-dose activity change, negative = inhibition, hits mostly inhibitors; 0.093% of 390,000 active; AID 602179; also: potency is read from the fitted curve at half-maximal effect; % is scaled to controls: 0 for no effect and ±100 for the full control effect; nearly all actives have a fitted effect of over 65% in size
Target sequence (O75874 whole entry R132H, stated change not applied): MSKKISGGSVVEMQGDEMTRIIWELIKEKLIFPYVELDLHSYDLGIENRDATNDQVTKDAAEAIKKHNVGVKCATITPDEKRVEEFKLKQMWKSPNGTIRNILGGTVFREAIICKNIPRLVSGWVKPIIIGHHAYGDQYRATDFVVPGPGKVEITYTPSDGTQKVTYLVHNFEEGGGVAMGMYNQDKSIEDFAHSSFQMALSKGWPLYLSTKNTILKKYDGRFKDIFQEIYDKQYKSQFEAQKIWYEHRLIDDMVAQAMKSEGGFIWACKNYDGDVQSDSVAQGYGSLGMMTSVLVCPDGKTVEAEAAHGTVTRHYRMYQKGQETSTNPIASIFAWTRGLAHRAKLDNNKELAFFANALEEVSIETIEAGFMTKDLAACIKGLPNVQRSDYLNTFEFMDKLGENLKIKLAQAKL
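IDH1-R132H (0.5 ug/mL) preincubated 30 min with compound, then NADPH (0.016 mM) and alpha-KG (2 mM) added; 80 min at RT, pH 7.5. Remaining NADPH coupled via diaphorase/resazurin to fluorescence (540/590 nm); concentration-response curves normalized to no-enzyme control.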
Vif-A3G inh: inhibitors of Vif-APOBEC3G interaction | Q9HC16 | HeLa A3G-eYFP + Vif (tagged APOBEC3G with the HIV-1 protein that degrades it), YFP fluorescence, overnight | Potency, µM (titrated, usually from 46.1 µM), without a hit: at the top dose activity, negative = active, actives largely listed as inhibitors | 0.076% of 410,000 active | AID 602310;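 also: potency is read from the fitted curve at half-maximal effect; % is scaled to controls: 0 for no effect and ±100 for the full control effect; nearly all actives have a fitted effect of over 60% in size; hits raise eYFP signal because A3G escapes Vif-driven loss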
Target sequence (Q9HC16 whole entry, looked up): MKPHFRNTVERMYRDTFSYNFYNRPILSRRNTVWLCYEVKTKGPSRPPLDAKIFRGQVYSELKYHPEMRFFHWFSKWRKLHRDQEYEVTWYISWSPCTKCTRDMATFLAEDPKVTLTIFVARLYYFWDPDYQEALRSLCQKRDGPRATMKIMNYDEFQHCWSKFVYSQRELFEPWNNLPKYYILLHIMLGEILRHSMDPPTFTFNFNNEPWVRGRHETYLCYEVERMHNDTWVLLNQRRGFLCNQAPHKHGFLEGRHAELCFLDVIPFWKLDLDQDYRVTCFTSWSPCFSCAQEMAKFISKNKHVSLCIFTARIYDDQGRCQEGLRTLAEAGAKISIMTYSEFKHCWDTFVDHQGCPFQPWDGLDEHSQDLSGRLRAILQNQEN
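Read-out is eYFP fluorescence (Ex 488/Em 500-530) from Vif-expressing HeLa A3G-eYFP cells; more signal means A3G escaped Vif-mediated degradation. Cells plated overnight, compound pinned in, incubated overnight at 37 deg C.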
RGS4 inh: blocks human RGS4-accelerated GTP hydrolysis. P49798. Transcreener GDP fluorescence polarization, RGS4-accelerated GTP hydrolysis. Potency, µM (top dose mostly 114 µM), for inactives: at the highest dose activity change, negative = inhibition, actives largely listed as inhibitors. 0.039% of 390,000 active. AID 504845; also: potency is read from the fitted curve at half-maximal effect; % is scaled to controls: 0 for no effect and ±100 for the full control effect; nearly all actives have a fitted effect of over 75% in size; some results filed as inactive show a strong effect at the top dose
Target sequence (P49798 whole entry, looked up): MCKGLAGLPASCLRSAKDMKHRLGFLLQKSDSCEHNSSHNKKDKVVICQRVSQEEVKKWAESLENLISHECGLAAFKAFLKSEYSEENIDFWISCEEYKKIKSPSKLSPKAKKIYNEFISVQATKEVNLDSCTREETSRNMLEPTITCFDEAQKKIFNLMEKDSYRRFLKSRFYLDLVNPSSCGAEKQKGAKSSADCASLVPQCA
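MLSMR compounds (23 nl, pin-transferred) preincubated 10 min at room temperature with a 500nM (2x) first reagent, then RGS4 at 900nM (2x) plus Transcreener GDP mix added; fluorescence polarization (620/688 nm) read before and after 90 min at 30 °C.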
USP1-UAF1 inh: USP1/UAF1 (human) deubiquitinase inhibition. O94782. recombinant USP1/UAF1, Ub-Rhodamine cleavage fluorescence. Potency, µM (top dose mostly 57.1 µM), for the others: at the highest dose activity change, negative = inhibition, usual class: inhibitors. 0.23% of 390,000 active. AID 743255; also: potency is read from the fitted curve at half-maximal effect; % is scaled to controls: 0 for no effect and ±100 for the full control effect; nearly all actives have a fitted effect of over 60% in size; inactives centre near -12
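In this screen, compounds sit with the deubiquitinase complex (1nM) for 15 min at room temperature before Ub-Rho is added at 150nM final. Fluorescence rise is then followed for 6 reads every 60 seconds.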
TrxR1 substrate: rat thioredoxin reductase 1 substrate activity | 0.01% of 390,000 active | AID 588456 | purified TrxR1 substrate turnover, NADPH consumption readout | O89049 | Potency, µM (titrated, usually from 114 µM), for inactives: at the highest dose activity change, negative = substrate turnover; also: potency is read from the fitted curve at half-maximal effect; % is scaled to controls: 0 for no effect and ±100 for the full control effect; nearly all actives have a fitted effect of over 50% in size
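Rat TrxR1, dispensed at 90 nM, was prereduced with 400 uM NADPH (final) for 5 min at ~22 deg C, then incubated with compound 15 min before 400 uM selenite. A first-read NADPH fluorescence drop versus no-compound background flagged substrates.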
Numbers without * were called inactive; ? = inconclusive; . = no result given; [ ] = dose if it differs, or a comment. Unless noted, calls follow the shape of the dose curve; as a rule, active = well fitted curve in the direction sought with a large enough effect; inconclusive = small, poorly fitted or top-dose-only effect, or another doubt; inactive = no such curve, though single readings can be large; an effect the other way counts as inactive or inconclusive. An excerpt. The share of hits here may be higher or lower than overall.

SMILES | GRP78 ERSR act | Vif-A3F inh | LDHA inh | TrxR1 inh | mIDH1 inhibitor | Vif-A3G inh | RGS4 inh | USP1-UAF1 inh | TrxR1 substrate
CCCNC(=O)C(NS(=O)(=O)c1ccc2c(c1)c(=O)n(C)c(=O)n2C)c1ccccc1 (stereo not given) | -6% | -12% | -7 | 37%[activator] | -2% | 0% | -2% | 8% | 0%
CC(C)=CCCC(C)CN1CCC(n2nccc2NC(=O)C2CCCC2)CC1 (stereo not given) | 4% | 0% | -1 | 19% | -1% | 1% | -1% | -6% | 4%
C=C1CCN([C@@H](C)C(=O)NCc2ccc(Cl)cc2)S(=O)(=O)c2ccccc21 | -6% | -1% | -4 | 11% | 1% | 2% | 41% | -20% | -5%
O=C(NC(c1ccccc1)c1ccccc1)c1cccc(S(=O)(=O)NCc2ccccc2)c1 | -1% | 0% | -1 | -8% | 7% | -2% | -24% | -18% | -7%
CN(C)c1ccc(-c2nnc(-c3cccs3)o2)cc1 | -4% | -4% | -3 | 36%[activator] | 0% | -6% | -22% | -20% | 36%[activator][57.1 µM]
Cc1cccc2sc(NNC(=O)c3ccc4c(c3)OCCO4)nc12 | -1% | 0% | 2 | 10% | 3% | 3% | 1% | -78% | -2%
C/C(=C/C=N/Nc1nc(N2CCCCC2)nc(N2CCCCC2)n1)c1ccccc1 | 4% | -7% | -5 | 18% | 5% | -1% | 7% | -22% | 1%
CC(C)Oc1cccc(C(=O)C2CCCN(Cc3cnc(N4CCCC4)s3)C2)c1 (stereo not given) | 0% | -2% | -10 | 14% | 0% | 5% | 6% | -19% | -4%
C=CCn1c(C2CC(=O)N(c3ccc(C)cc3)C2)nc2ccccc21 (stereo not given) | -3% | 3% | -1 | 8% | 3% | 0% | -5% | -22% | -2%
O=C(CN1CCN(C(=O)C2COc3ccccc3O2)CC1)Nc1ccc(F)cc1 (stereo not given) | 1% | ? | -8 | -1% | -2% | -2% | 10% | -18% | 1%
CC(=O)OCC1OC(n2c(S)c(C#N)c(-c3ccccc3)c(C#N)c2=O)C(OC(C)=O)C(OC(C)=O)C1OC(C)=O (stereo not given) | -5% | -1% | 1 | -10%[11.4 µM] | 2% | -5% | ? | -12% | -1%[11.4 µM]
CC(NC(=O)N1CCN(c2ccccc2F)CC1)c1ccc(F)c(F)c1 (stereo not given) | -5% | -9% | -12 | 5% | -6% | 0% | -2% | 1% | -4%
Cc1ccc(N(C(=O)c2snc(C(N)=O)c2N)C(C(=O)NC2CCCC2)c2ccc(C)o2)cc1 (stereo not given) | 0% | 1% | -7 | -5% | ? | -5% | 0% | -18% | 13%
COc1ccc(Cl)cc1C(=O)NCc1ccco1 | -5% | -1% | -2 | ? | 11% | 1% | 23% | -28% | ?
CC(C)(C)SCCNC(=O)COc1ccccc1 | -1% | 3% | 0 | 18% | 4% | 1% | 11% | -1% | 3%[57.1 µM]
CC(NC(=O)C1CCN(C(=O)[C@@H]2Cc3ccccc3CN2)CC1)c1ccccc1 (stereo not given in full) | 0% | 5% | -9 | 10%[57.1 µM] | 0% | 0% | -4%[56.9 µM] | -3% | 4%[57.1 µM]
CSc1nsc(SCC(=O)NCc2ccc(C)cc2)n1 | 3% | -1% | -8 | 18%[57.1 µM] | 8% | -6% | 4% | -10% | 9%[57.1 µM]
COc1ccc(-c2cc3cc4c(cc3cn2)OCO4)cc1 | -9% | 2% | -5 | 15%[57.1 µM] | 0% | 3% | -9% | -5% | 4%[57.1 µM]
CCOC(=O)N1CCN(C(=O)CSc2nnc(-c3c[nH]c4ccccc34)n2CCOC)CC1 | -7% | -3% | -2 | -14% | 1% | -5% | -25% | -16% | -8%
CCC1Sc2ccc(S(=O)(=O)CCC(=O)Nc3ccccc3Br)cc2NC1=O (stereo not given) | 15% | -17% | -6 | 20%[57.1 µM] | -4% | 0% | -12%[56.9 µM] | -14% | 6%[57.1 µM]
COCCCNC(=O)Cn1c(=O)n(-c2ccc(Cl)cc2)c(=O)c2c3c(sc21)CCCCC3 | -3% | -3% | -9 | 29% | -5% | 2% | -5% | -21% | 7%
O=C(Nc1ccc(S(=O)(=O)N2CCCC2)cc1)C1CC(=O)N(CCc2ccc(F)cc2)C1 (stereo not given) | -5% | -8% | -6 | 18% | 1% | 1% | 24% | -5% | 5%
COc1cccc(-c2cc(C(=O)Nc3cc(OC)c(OC)c(OC)c3)on2)c1 | -5% | 4% | -5 | 6% | 24% | -21% | 19% | -13% | -8%
Cc1ccc2c(c1)[nH]c1c(=O)n(CCN3CCCCC3)cnc12 | 5% | -3% | -4 | 7%[57.1 µM] | 2% | 0% | 11% | -25% | 16%[57.1 µM]
CCOc1ccc(Br)cc1S(=O)(=O)N1CCC(C(=O)O)CC1 | 0% | -7% | -7 | 1%[57.1 µM] | -9% | -1% | 9% | -25% | -2%[57.1 µM]
Remaining list, next part:
SMILES | GRP78 ERSR act | Vif-A3F inh | LDHA inh | TrxR1 inh | mIDH1 inhibitor | Vif-A3G inh | RGS4 inh | USP1-UAF1 inh | TrxR1 substrate
COc1cccc(C(=O)OCC(=O)c2ccc(Br)s2)c1 | -1% | -4% | -2 | -18% | 11% | 5% | -27% | -21% | -3%
COc1ccccc1/C=C/C(=O)OCC(=O)Nc1ccc(Cl)cn1 | 1% | ? | -4 | 12% | 1% | 0% | 25% | -6% | 4%
COc1cc(CCC(=O)Nc2cc(S(=O)(=O)N3CCOCC3)ccc2OC(C)C)cc(OC)c1OC | -3% | 1% | 4 | . | 5% | -4% | . | -26% | .
O=c1nc2s/c(=C\c3ccco3)c(=O)n2nc1Cc1ccc(F)cc1 | -4% | 4% | 0 | -10% | -2% | -2% | ? | 3% | 2%
COC(=O)C1=C(C)N(Cc2ccccc2)C(=NCCc2ccccn2)N[C@H]1c1cccc(F)c1 | -2% | 0% | -9 | 21%[57.1 µM] | 5% | 5% | 10% | 2% | 9%[57.1 µM]
Cc1ccc(C)c(S(=O)(=O)N2CCN(C(=O)c3cncc(Br)c3)CC2)c1 | -6% | 4% | -5 | 29%[57.1 µM] | 1% | -4% | -7% | -19% | 8%[57.1 µM]
OCCCc1cn(CC2CCCCC2)nn1 | 1% | 4% | 4 | 26% | 8% | 1% | 6% | -18% | 10%
CC(CC(=O)O)CC(=O)N1CCN(S(=O)(=O)c2cccs2)CC1 (stereo not given) | -4% | 0% | -11 | 3% | 9% | 1% | 12% | -9% | -2%
CCn1c(O)c(N=NC(=O)c2cccc(S(=O)(=O)N3CCCCC3)c2)c2ccccc21 | -5% | 7% | -6 | -15% | 8% | 0% | 3% | -16% | -10%
O=C(NC1CCCC1)C(c1ccc(F)cc1)N(C(=O)c1csnn1)c1ccccc1 (stereo not given) | -6% | 0% | -2 | 19%[57.1 µM] | -5% | 3% | 15% | -11% | -17%[57.1 µM]
Cn1c(-c2ccc(F)cc2)cnc1SCC(=O)N1CCCCC1 | -14% | 1% | 0 | 7%[57.1 µM] | 2% | 2% | -33% | -20% | 14%[57.1 µM]
COc1ccc(NS(=O)(=O)c2cccc(C(=O)N/N=C/c3ccc(O)cc3)c2)cc1 | 0% | -6% | -4 | 4%[57.1 µM] | 0% | 4% | -18% | -19% | 4%[57.1 µM]
COc1cc(C(C)=O)ccc1OCC(O)CNCC1(N2CCCCC2)CCCCC1 (stereo not given) | 6% | -1% | 0 | 2% | -3% | -8% | -8% | -18% | 0%
Cn1ncc(Cl)c1C(=O)NC1CCCC1 | -4% | -4% | -3 | 11% | 9% | 7% | 37% | -23% | 2%
Cc1ccc(S(=O)(=O)N2CCC(C(=O)OCC(=O)N(C)CC(=O)Nc3ccc(F)cc3)CC2)cc1C | -1% | -6% | -3 | -1%[57.1 µM] | -1% | 2% | 12% | -5% | -3%[57.1 µM]
Cc1ccc(S(=O)(=O)N2CCCC2C(=O)Oc2ccccc2)cc1 (stereo not given) | -4% | -2% | -2 | 20% | 3% | 2% | -6% | -29% | 3%[0.457 µM]
COc1ccc(CC(=O)N2CC(=O)Nc3ccc(Br)cc3C2c2ccc(F)cc2)cc1OC (stereo not given) | -2% | 1% | 2 | 6% | -5% | -6% | -4% | -4% | 4%
CSc1nnc2c(n1)OC(c1cccc(O)c1Cl)Nc1ccccc1-2 (stereo not given) | -2% | -9% | 9 | 31% | 44%[activator] | 5% | 6% | -25% | 89%[activator]
N#CCNc1ccc([N+](=O)[O-])cc1C#N | -4% | 11% | 6 | 6% | 9% | -1% | 15% | -20% | -6%

Shown in CSV form: 3 of the compounds above.
SMILES,GRP78 ERSR act,Vif-A3F inh,LDHA inh,TrxR1 inh,mIDH1 inhibitor,Vif-A3G inh,RGS4 inh,USP1-UAF1 inh,TrxR1 substrate
CCn1c(O)c(N=NC(=O)c2cccc(S(=O)(=O)N3CCCCC3)c2)c2ccccc21,-5%,7%,-6,-15%,8%,0%,3%,-16%,-10%
O=C(NC1CCCC1)C(c1ccc(F)cc1)N(C(=O)c1csnn1)c1ccccc1 (stereo not given),-6%,0%,-2,19%[57.1 µM],-5%,3%,15%,-11%,-17%[57.1 µM]
Cn1c(-c2ccc(F)cc2)cnc1SCC(=O)N1CCCCC1,-14%,1%,0,7%[57.1 µM],2%,2%,-33%,-20%,14%[57.1 µM]
